Source: PubChem BioAssay (National Center for Advancing Translational Sciences (NCATS))
FLuc inh: Firefly luciferase inhibition profiling of diverse chemical library using quantitative high-throughput screening; Luciferin 4-monooxygenase (Photinus pyralis), P08659; purified P. pyralis luciferase, luminescence, biochemical; Potency, µM (series often up to 115 µM), for the others: at the top dose activity change, negative = inhibition, most hits filed as inhibitors; 76,000 compounds, 2.5% hits; note: potency is the fitted concentration of half-maximal effect; nearly all actives have a fitted effect of over 65% in size
Target sequence (P08659 whole entry, looked up): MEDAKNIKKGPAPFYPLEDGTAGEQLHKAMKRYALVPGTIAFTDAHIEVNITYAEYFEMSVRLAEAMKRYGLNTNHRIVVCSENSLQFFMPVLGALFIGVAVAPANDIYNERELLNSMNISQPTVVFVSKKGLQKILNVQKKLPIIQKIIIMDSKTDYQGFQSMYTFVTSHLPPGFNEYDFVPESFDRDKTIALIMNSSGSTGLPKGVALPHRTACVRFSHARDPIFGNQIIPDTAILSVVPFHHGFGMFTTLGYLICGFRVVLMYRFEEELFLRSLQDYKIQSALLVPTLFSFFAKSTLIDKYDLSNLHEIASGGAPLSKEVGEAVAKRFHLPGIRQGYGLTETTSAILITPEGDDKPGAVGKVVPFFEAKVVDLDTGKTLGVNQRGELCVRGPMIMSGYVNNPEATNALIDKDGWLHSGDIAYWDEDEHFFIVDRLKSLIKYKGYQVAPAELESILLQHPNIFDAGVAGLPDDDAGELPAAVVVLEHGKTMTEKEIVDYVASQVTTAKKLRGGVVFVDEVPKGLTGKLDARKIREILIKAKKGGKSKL
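Luminescence read by CCD imager after adding enzyme (10nM final) to wells holding compound, titrated in qHTS. Substrates 10uM each D-luciferin and ATP; buffer 50mM Tris acetate pH 7.5, 10mM Mg acetate, Tween-20, BSA.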
HEK293 viab: GF-AFC viability counterscreen for inhibitors of alpha-synuclein gene (SNCA) expression; 150,000 compounds, 0.12% hits; HEK-293-SNCA-luc viability, GF-AFC fluorescence, 24 h; AID 1671193, 2021; Potency, µM (doses to about 57.1 µM), for the others: at the highest dose activity change, negative = cytotoxicity, hits mostly cytotoxic;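 note: potency is the fitted concentration of half-maximal effect; 0% = DMSO-treated cells and -100% = medium-only wells without cells; nearly all actives have a fitted effect of over 30% in size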
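Cytotoxicity counterscreen: after 24 h compound treatment of genome-edited SNCA-luciferase HEK-293 cells, live-cell protease substrate GF-AFC read by fluorescence after 30 min; activity scaled between DMSO (0%) and medium-only (-100%), curves Hill-fitted.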
3T3 cytotox: Cytotoxic Profiling in NIH 3T3 Cell Line of Diverse Libraries Using Quantitative High-Throughput Screening | 94,000 compounds, 4.3% hits | Potency, µM (titrated, usually from 96.7 µM), for the others: at the highest dose activity change, negative = cytotoxicity, actives largely listed as inhibitors | NIH 3T3 viability, CellTiter-Glo ATP luminescence, 48-72 h | AID 1345082, 2018; note: potency is the fitted concentration of half-maximal effect; nearly all actives have a fitted effect of over 55% in size
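Mouse fibroblast NIH 3T3 cells, 400 per well, received compound via pintool and were incubated for 48 or 72 hr prior to CellTiter-Glo ATP luminescence measurement.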
HEK cytotox: Cytotoxic Profiling in HEK 293 Cell Line of Diverse Libraries Using Quantitative High-Throughput Screening. HEK 293 viability, ATP luminescence (CellTiter-Glo), 48-72 h. Potency, µM (doses to about 115 µM), without a hit: at the top dose activity change, negative = cytotoxicity, actives largely listed as inhibitors. 94,000 compounds, 6.6% hits. AID 1345083, 2018; note: potency is the fitted concentration of half-maximal effect; nearly all actives have a fitted effect of over 60% in size
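HEK 293 cells at 250 cells/well were exposed to compounds by pintool transfer for 48 or 72 hr at 37 degree Celsius, 5% CO2. Viability was read as ATP-coupled luminescence with CellTiter-Glo after 10 min at room temperature.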
IP6K1 inhibitor: Primary qHTS assay for small molecule inhibitors of Inositol hexaphosphate kinase 1 (IP6K1). activity change, % (series mostly up to about 58 µM). AID 1645851, 2021. IP6K1 kinase, ADP-Glo luminescence, 2 h; hits give low values. 140,000 compounds, 0.81% hits. Inositol hexakisphosphate kinase 1 (Homo sapiens), Q92551; in the data active = activity change below about -25%
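ADP-Glo luminescence measures ADP made by human IP6K1 during a 2 h RT reaction with ATP/IP6 (mix at 1.3 mM/130 uM); top library doses 57.5 and 19.1 uM final.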
GPT2 inh: Primary qHTS assay for inhibitors of Glutamate pyruvate transaminase 2 (GPT2). Recombinant GPT2, coupled pyruvate oxidase/HRP Amplex Red fluorescence. Alanine aminotransferase 2 (Homo sapiens), Q8TD30. 100,000 compounds, 0.25% hits. AID 1671188, 2021. Potency, µM (highest dose often 57.7 µM), for the others: at the highest dose activity change, negative = inhibition, most hits filed as inhibitors; note: potency is the fitted concentration of half-maximal effect; nearly all actives have a fitted effect of over 60% in size; many of its hits are not listed in these tables
Target sequence (Q8TD30 whole entry, looked up): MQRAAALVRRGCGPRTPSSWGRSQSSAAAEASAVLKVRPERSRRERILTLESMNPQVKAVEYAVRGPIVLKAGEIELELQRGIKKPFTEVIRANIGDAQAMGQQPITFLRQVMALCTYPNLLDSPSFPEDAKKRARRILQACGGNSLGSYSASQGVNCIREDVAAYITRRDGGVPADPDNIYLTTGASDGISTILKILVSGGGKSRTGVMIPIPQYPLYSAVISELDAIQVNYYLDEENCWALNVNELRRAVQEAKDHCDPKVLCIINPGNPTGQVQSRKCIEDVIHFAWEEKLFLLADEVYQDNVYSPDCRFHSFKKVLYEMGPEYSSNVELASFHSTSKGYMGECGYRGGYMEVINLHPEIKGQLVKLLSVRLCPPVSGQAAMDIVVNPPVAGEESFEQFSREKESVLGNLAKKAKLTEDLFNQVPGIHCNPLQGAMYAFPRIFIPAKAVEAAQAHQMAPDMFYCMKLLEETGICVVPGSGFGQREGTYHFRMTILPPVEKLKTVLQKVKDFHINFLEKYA
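Inhibition is scored from Amplex Red fluorescence generated when pyruvate oxidase and HRP act on pyruvate released by GPT2. Reactions contain 10ng/uL enzyme, 250uM a-KG and 2mM L-alanine and run 30 min at room temperature.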
SNCA expr inh: Primary qHTS assay for inhibitors of alpha-synuclein gene (SNCA) expression. HEK-293 SNCA-luciferase knock-in, luminescence, 24 h. Potency, µM (top dose mostly 57.2 µM), inactives show top-dose activity change, negative = inhibition, hits mostly inhibitors. 140,000 compounds, 0.17% hits;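 note: potency is the fitted concentration of half-maximal effect; plate controls were DMSO cells for no effect and cell-free wells for full effect; nearly all actives have a fitted effect of over 45% in size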
Starred values were filed as active, the others as inactive; i = inactive; ? = inconclusive; . = no result given; & = joins results of further samples; [ ] = remark or other dose. Unless noted, calls come from the whole dose curve; as a rule, active = well fitted curve in the direction sought with a large enough effect; inconclusive = small, poorly fitted or top-dose-only effect, or another doubt; inactive = no such curve, though single readings can be large; an effect the other way counts as inactive or inconclusive. Unless noted, % is set by controls: 0 for no effect and ±100 for the full control effect. Not all compounds are listed. The share of hits here may be higher or lower than overall.

SMILES	FLuc inh	HEK293 viab	3T3 cytotox	HEK cytotox	IP6K1 inhibitor	GPT2 inh	SNCA expr inh
CSc1nc(-c2ccccc2Cl)nc2c1Cc1c(CO)cnc(C)c1O2	.	?	.	.	-24	.	?
O=C(NC1CCN(c2cc(-c3cccs3)[nH]n2)CC1)c1ccc(F)c(F)c1	-1%	1%	?	?	16	-27%	-6%
Cc1ccc2oc(C(=O)Nc3ccc(S(=O)(=O)N4CCCCC4C)cc3)cc(=O)c2c1 (stereo not drawn)	.	15%	.	.	11	.	-19%
COc1ccc(-c2nc3c(c(-c4ccccc4)n2)CN(C(=O)c2ccc(F)cc2)CC3)cc1	5%	?	?	?	20	1%	-26%
N#Cc1ccc(CN2CC(N3CCc4ccccc43)C2)cc1	.	2%	-11%	-15%	-13	-14%	10%
CC(C)N(C)Cc1nnnn1CC(=O)N1CCCC(OCc2ccccn2)C1 (stereo not drawn)	0%	3%	-10%	-4%	3	?	-5%
Cc1cc(Cn2cc3c4c(cccc42)[C@H](CC(C)C)N[C@H](C(=O)O)C3)no1	0%[172 µM]	6%[87.6 µM]	-14%[138 µM]	-11%[172 µM]	4	3%[88.5 µM]	-30%[87.6 µM]
COc1ccc(-c2cccc(C(=O)N3CCN(C(=O)c4cccc(Cl)c4)CC3)c2)nn1	.	.	?	?	-7	.	.
O=C(c1nc2cccnc2n(C2CC2)c1=O)N1CCN(C(=O)C2CCCC2)CC1	.	0%	-21%	1%	-5	i	40%
Cc1cccc(C)c1OCc1cc(=O)n2c3c(sc2n1)CCCC3	.	1%	.	.	-8	.	-19%
CCC(=O)N1CCC(Oc2ccc(C(N)=O)cn2)C1 (stereo not drawn)	-5%	14%	4%	-2%	14	i	-9%
FC1(c2nc(-c3ccccc3)no2)CCN(C2CCOCC2)CC1	-17%	-1%	?	?	-14	i	98%[activator]
O=C(c1nc(-c2cccc(C(F)(F)F)c2)c2cnccn12)N1CCN(c2ncccn2)CC1	4%	-7%	-7%	-3%	0	i	19%
CCCc1noc(-c2cn(C3CCN(C(=O)c4sccc4C)CC3)nn2)n1	-7%	4%	-28%	-26%	-2	i	-35%
O=C(c1cnc2n1CCN(CCc1ccccc1)CC2)N1CCC(c2ccccc2)CC1	9%[172 µM]	-28%[87.6 µM]	?	79µM*	3	-6%[88.5 µM]	?
CCOc1ccccc1N(CC(=O)N1CCc2ccccc2C1)S(=O)(=O)c1ccccc1	.	?	.	.	1	.	-10%
COc1cccc(CNC(=O)C2Cn3cccc3C(=O)N2)c1 (stereo not drawn)	0%	8%	-20%	-19%	-4	i	51%
COc1ccc(C(=O)N2CC(N3C(=O)c4c(c(C)nn4-c4ccccc4)C3C3CC3)C2)cc1 (stereo not drawn)	.	.	?	?	6	.	.
O=C1SC(Nc2ccc(Cl)cc2)C(=O)N1Cc1ccccc1 (stereo not drawn)	.	-14%	.	.	1	.	-12%
CCOc1ccc2c(c1)c(=O)c(C(=O)c1ccccc1)cn2Cc1ccccc1F	.	-9%	.	.	7	.	-29%
O=C(Nc1ccc(F)cc1)c1nc2sccn2c1-c1ccc(F)cc1	.	-6%[87.6 µM]	?	?	26	3%[88.5 µM]	-23%[87.6 µM]
COc1ccccc1NC(=O)CN1C(=O)C(C)(C)c2ccccc21	.	-1%	.	.	23	.	-16%
O=C(NCc1ccc(F)cc1)C1(CCO)CCN(c2ncccn2)C1 (stereo not drawn)	5%	-3%	-5%	5%	-8	3%	-6%
C=C[C@H]1[C@H](O[C@@H]2O[C@H](CO)[C@@H](O)[C@H](O)[C@H]2O)OC=C(C(=O)OC)[C@H]1C[C@@H]1N[C@H](C(=O)O)Cc2c1[nH]c1ccccc21	.	12%[23.9 µM]	.	.	9	?	.
Cc1nonc1CC(=O)NC1CC(=O)N(Cc2cccc3ccccc23)C1 (stereo not drawn)	6%	-3%	-4%	0%	2	-16%	-1%
O=C(NCc1ccccn1)C1c2ccccc2C(=O)N(c2ccccc2)C12CCCCC2 (stereo not drawn)	6%	-16%	?	?	17	0%	-14%
O=c1c2oc3ccccc3c2n(Cc2ccccc2F)c(=O)n1Cc1ccc2c(c1)OCO2	.	6%	.	.	6	.	14%
CC(=O)Nc1cccc(-c2ccnc(-c3nnc(C)n3C(C)C)c2)c1	3%[172 µM]	1%[87.6 µM]	?	?	7	2%[88.5 µM]	14%[87.6 µM]
Cc1ccc(NC(=O)N2CCCC(c3noc(COc4ccccc4F)n3)C2)c(C)c1 (stereo not drawn)	-11%	-18%	?	?	0	i	3%
Cn1cccc1C(=O)N1CC(n2cc(C(=O)N3CCOCC3)nn2)C1	.	0%	-7%	1%	18	i	-10%
CCc1cc(N2CCN(C)C(C(=O)O)C2)nc(N2CCOCC2)n1 (stereo not drawn)	-7%	4%	-1%	-11%	7	i	8%
O=C(NC1CCCC1)NC1CCN(c2nc3ncccc3o2)C1 (stereo not drawn)	.	-5%[87.6 µM]	-26%[138 µM]	-6%[172 µM]	10	?	-9%[87.6 µM]
COc1ccc(S(=O)(=O)N2CCC(Oc3cccc(C(F)(F)F)c3)CC2)cc1OC	.	-4%	.	.	19	.	2%
COCCOC1CCN(C(=O)NCc2ccc(F)cc2)CC1	-6%	1%[12.5 µM]	i	11%	23	i	-9%
COCCOCc1nc(C2CCN(C(=O)CCc3ccccc3)C2)no1 (stereo not drawn)	.	6%	2%	0%	-10	i	14%
Cc1ccc(CNC(=O)CSc2ncc3c(n2)-c2ccc(Cl)cc2N(Cc2ccccc2)S3(=O)=O)cc1	.	-6%	.	.	10	.	28%
COc1cccc(C2=C(C(C)=O)Sc3nnc(C4CCCCC4)n3N2C(C)=O)c1	.	-8%	.	.	24	.	?
COc1ccc(NC(=O)c2ccc3c(c2)C2(CCCN(C)C2)CN3Cc2cccnc2)cc1 (stereo not drawn)	0%	1%	32µM*	-14%	6	i	9%
CCCNC(=O)Cn1nc(C)c2c(C)n(-c3ccccc3)nc2c1=O	.	-1%	.	.	11	.	-7%
Cc1sc2ncn(CC(=O)N3CCN(c4ccc(Cl)cc4)CC3)c(=O)c2c1S(=O)(=O)N1CCN(c2ncccn2)CC1	.	2%	.	.	-11	.	?
CC(CCc1ccccc1)NC(=O)c1noc(-c2ccc[nH]c2=O)n1 (stereo not drawn)	-7%	6%	-8%	1%	-2	-30%	-7%
COCCN[C@H]1[C@@H]2OC[C@@H](O2)[C@@H](NC(=O)Nc2cccc(C(F)(F)F)c2)[C@@H]1O	0%[172 µM]	5%[87.6 µM]	i	4%[172 µM]	-13	-5%[88.5 µM]	-25%[87.6 µM]
CC(C)CCN1CCCC2(CNc3ccccc3[S+](=O)([O-])N2)C1 (stereo not drawn)	9%[172 µM]	1%[87.6 µM]	-19%[138 µM]	-31%[172 µM]	6	-13%[88.5 µM]	12%[87.6 µM]
COc1ccc(-n2nc(C(=O)N3CCCCC3C)c3c4ccccc4n(C)c3c2=O)cc1Cl (stereo not drawn)	.	1%	.	.	-12	.	-19%
CCn1nccc1C(=O)N1CCC(c2noc(COc3ccc(F)cc3)n2)C1 (stereo not drawn)	10%	0%	?	45µM*	5	-16%	-28%

Entries from the list above with two or more sulfur atoms, in the order listed:
SMILES	FLuc inh	HEK293 viab	3T3 cytotox	HEK cytotox	IP6K1 inhibitor	GPT2 inh	SNCA expr inh
Cc1ccc(CNC(=O)CSc2ncc3c(n2)-c2ccc(Cl)cc2N(Cc2ccccc2)S3(=O)=O)cc1	.	-6%	.	.	10	.	28%
Cc1sc2ncn(CC(=O)N3CCN(c4ccc(Cl)cc4)CC3)c(=O)c2c1S(=O)(=O)N1CCN(c2ncccn2)CC1	.	2%	.	.	-11	.	?

Next section
SMILES	FLuc inh	HEK293 viab	3T3 cytotox	HEK cytotox	IP6K1 inhibitor	GPT2 inh	SNCA expr inh
CCOc1ccc(N(C)C(=O)C2CCN(S(=O)(=O)c3ccc4c(c3)CCCN4C(C)=O)CC2)cc1	.	1%	.	.	8	.	-24%
CN(CCc1ccccn1)C(=O)CCc1ccc2c(c1)CN(S(C)(=O)=O)CCO2	2%	-5%[12.5 µM]	-8%	3%	-7	i	?
O=C(c1cccc(Cl)c1)N1CCn2c(nn(-c3ccc([N+](=O)[O-])cc3)c2=O)C1	-8%	6%	-19%	0%	13	-21%	8%
CCc1cccc(N2C(=O)CSC23C(=O)N(Cc2ccccc2F)c2ccccc23)c1 (stereo not drawn)	.	-9%	.	.	2	.	?
Cc1ccc(CCNC(=O)c2ccc3c(c2)N(Cc2ccc(F)cc2)CCS3)cc1	.	-5%	.	.	3	.	84%[activator]
Cc1cc(C)cc(OCc2cc(=O)n3c4c(sc3n2)CCCC4)c1	.	5%	.	.	-6	.	?
CS(=O)(=O)N1CCCN(Cc2ccc(F)cc2F)CCNC(=O)CC1c1ccccc1 (stereo not drawn)	-9%	-6%	-19%	3%	3	3%	-5%
Cc1ccccc1N1CCCN(Cc2nc(-c3ccccn3)no2)CC1	-23%	-2%	-18%	?	-1	i	77%[activator]
CNC1CCc2nnc(C)n2CC1 (stereo not drawn)	-2%	-13%	-2%	-2%	-10	3%	13%
CCOC(=O)c1cnc2ccc(OC(F)(F)F)cc2c1Nc1ccccc1C(=O)O	.	1%	.	.	-1	.	16%
O=P(O)(O)C(O)(Cc1cccnc1)P(=O)(O)O	.	-15%[5.56 µM]	.	.	4&-5&8	?	-22%
Cc1ccc(Nc2ccnc(N3CCCN(C(=O)NC4CCCC4)C3)n2)cc1	.	-3%[12.5 µM]	25µM*	16µM*	3	i	0%
O=C(O)c1ccccc1-n1nc(-c2ccncc2)nc1CN1CCCCC1=O	3%	-17%	3%	-14%	9	-2%	-9%
COc1ccc(S(=O)(=O)N[C@H]2C[C@@H](c3nc(Cc4ccccc4)no3)N(C)C2)cc1	-7%[172 µM]	-12%[87.6 µM]	-22%[174 µM]	?	-6	0%[88.5 µM]	-16%[87.6 µM]

Taken from above.
`CN(CCc1ccccn1)C(=O)CCc1ccc2c(c1)CN(S(C)(=O)=O)CCO2` | IP6K1 inhibitor = -7
`CCOc1ccc(N(C)C(=O)C2CCN(S(=O)(=O)c3ccc4c(c3)CCCN4C(C)=O)CC2)cc1` | SNCA expr inh = -24%
`Cc1ccc(Nc2ccnc(N3CCCN(C(=O)NC4CCCC4)C3)n2)cc1` | SNCA expr inh = 0%
`CCOC(=O)c1cnc2ccc(OC(F)(F)F)cc2c1Nc1ccccc1C(=O)O` | IP6K1 inhibitor = -1
`Cc1cc(C)cc(OCc2cc(=O)n3c4c(sc3n2)CCCC4)c1` | IP6K1 inhibitor = -6
